NSD2 inh – blocks human NSD2 histone methyltransferase activity; O96028; NSD2-SET H3K36me1 DELFIA fluorescence, biochemical; inhibition, % at 12.5 µM; 0.07% of 44,000 active; AID 624260; in the data active means inhibition above about 54%, passing the limit was not always enough;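 further: inhibitors reduce the monomethyl H3K36 fluorescence signal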
Target sequence (O96028 whole entry, looked up): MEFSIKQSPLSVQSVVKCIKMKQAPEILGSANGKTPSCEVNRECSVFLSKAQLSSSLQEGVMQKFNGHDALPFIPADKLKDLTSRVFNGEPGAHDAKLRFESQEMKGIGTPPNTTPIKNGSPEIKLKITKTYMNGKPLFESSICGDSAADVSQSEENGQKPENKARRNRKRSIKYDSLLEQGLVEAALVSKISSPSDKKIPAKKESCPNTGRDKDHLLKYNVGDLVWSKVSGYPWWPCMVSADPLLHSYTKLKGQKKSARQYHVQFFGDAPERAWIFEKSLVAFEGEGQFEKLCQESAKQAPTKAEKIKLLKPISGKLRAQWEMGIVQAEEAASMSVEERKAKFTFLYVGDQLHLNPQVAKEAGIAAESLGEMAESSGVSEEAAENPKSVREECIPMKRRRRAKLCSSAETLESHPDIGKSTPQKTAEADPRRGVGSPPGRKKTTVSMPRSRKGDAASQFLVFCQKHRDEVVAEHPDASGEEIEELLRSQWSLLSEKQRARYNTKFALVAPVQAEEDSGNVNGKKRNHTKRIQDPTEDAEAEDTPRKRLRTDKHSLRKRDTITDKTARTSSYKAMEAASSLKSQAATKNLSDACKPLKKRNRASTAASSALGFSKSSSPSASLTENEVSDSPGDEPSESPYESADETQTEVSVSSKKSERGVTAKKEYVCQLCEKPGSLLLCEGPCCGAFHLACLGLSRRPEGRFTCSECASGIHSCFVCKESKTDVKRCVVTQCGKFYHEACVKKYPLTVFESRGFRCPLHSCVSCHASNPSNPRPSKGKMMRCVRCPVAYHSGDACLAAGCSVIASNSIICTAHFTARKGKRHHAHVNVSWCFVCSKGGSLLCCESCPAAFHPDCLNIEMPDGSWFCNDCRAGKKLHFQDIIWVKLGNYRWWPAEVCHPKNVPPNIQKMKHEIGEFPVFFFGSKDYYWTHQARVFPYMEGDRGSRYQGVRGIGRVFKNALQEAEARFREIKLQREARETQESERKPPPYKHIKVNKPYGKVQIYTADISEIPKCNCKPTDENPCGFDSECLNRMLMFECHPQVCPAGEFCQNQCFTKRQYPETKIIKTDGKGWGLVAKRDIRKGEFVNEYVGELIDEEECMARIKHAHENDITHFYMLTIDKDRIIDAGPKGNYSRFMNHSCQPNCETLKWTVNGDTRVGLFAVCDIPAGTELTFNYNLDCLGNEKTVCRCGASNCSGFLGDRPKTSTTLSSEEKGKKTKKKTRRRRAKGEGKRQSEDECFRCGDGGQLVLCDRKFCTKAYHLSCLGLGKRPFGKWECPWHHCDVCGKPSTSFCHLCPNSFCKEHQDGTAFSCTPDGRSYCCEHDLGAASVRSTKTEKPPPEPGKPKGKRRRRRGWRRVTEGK
The depositor's hits bear a star. Some of the compounds tested; rates above refer to the full screens.

NSD2 inh	molecule
-1	Cc1noc(C)c1NC(=O)Nc1ccc2c(c1)CC(=O)N([C@H](C)CO)C[C@H](C)[C@H](CN(C)S(C)(=O)=O)O2
-38	O=C(O)C1=C[C@@H](c2ccc(Br)cc2)C[C@@H](OCCCCO)O1
2	C[C@H]1CN([C@@H](C)CO)C(=O)c2cccc(NC(=O)Nc3ccc(F)cc3)c2O[C@@H]1CN(C)Cc1ccc(C(=O)O)cc1
10	COc1ccc(/C=C/C(=O)O[C@@H]2[C@@H](O)[C@@H](O)[C@H](O[C@H]3[C@@H]4C=CO[C@@H](O[C@@H]5O[C@H](CO)[C@@H](O)[C@H](O)[C@H]5O)[C@@H]4[C@@]4(CO)O[C@@H]34)O[C@H]2C)cc1
0	C[C@H](CO)N1C[C@H](C)[C@@H](CN(C)Cc2ccccc2)Oc2c(cccc2N(C)C)C1=O
-3	Cc1noc(C)c1NC(=O)Nc1ccc2c(c1)C(=O)N([C@H](C)CO)C[C@@H](C)[C@@H](CN(C)Cc1ccc(Oc3ccccc3)cc1)O2
1	COCCOC(=O)N1C(=O)[C@@]2(c3cc(C#CCNC(N)=O)ccc31)[C@H](C(=O)NC[C@H](O)c1ccccc1)[C@H]1C(=O)O[C@H](c3ccccc3)[C@H](c3ccccc3)N1[C@@H]2c1ccc(O)cc1
1	C[C@@H]1CN([C@@H](C)CO)C(=O)c2cccc(NS(C)(=O)=O)c2O[C@@H]1CN(C)S(=O)(=O)c1ccc(Cl)cc1
9	C[C@@H]1CN([C@H](C)CO)C(=O)c2cc(NC(=O)CCC(F)(F)F)ccc2O[C@@H](C)CCCCO[C@@H]1CN(C)C(=O)C1CCCCC1
-4	C[C@H](CO)N1C[C@H](C)[C@@H](CN(C)C(=O)Nc2ccc(C(F)(F)F)cc2)Oc2ccc(NS(=O)(=O)c3cccs3)cc2C1=O
-4	COc1ccc(S(=O)(=O)N(C)C[C@@H]2Oc3ccc(NC(=O)NC4CCCCC4)cc3CC(=O)N([C@H](C)CO)C[C@H]2C)cc1
0	COc1ccc(S(=O)(=O)Nc2cccc3c2O[C@@H](CN(C)C(=O)Nc2ccc4c(c2)OCO4)[C@@H](C)CN([C@@H](C)CO)C3=O)cc1
-5	O=C(N/N=C/c1cc(Cl)cc(Cl)c1O)c1ccccn1
-3	CCCC#Cc1ccc2c(c1)O[C@H](CN(C)C(C)=O)[C@H](C)CN([C@H](C)CO)S2(=O)=O
-1	C[C@@H]1CN([C@H](C)CO)C(=O)Cc2cc(NC(=O)CCC(F)(F)F)ccc2O[C@H]1CN(C)Cc1ccc2c(c1)OCO2

Three of the entries above in order of their number in NSD2 inh, falling.
NSD2 inh	molecule
0	C[C@H](CO)N1C[C@H](C)[C@@H](CN(C)Cc2ccccc2)Oc2c(cccc2N(C)C)C1=O
-3	CCCC#Cc1ccc2c(c1)O[C@H](CN(C)C(C)=O)[C@H](C)CN([C@H](C)CO)S2(=O)=O
-38	O=C(O)C1=C[C@@H](c2ccc(Br)cc2)C[C@@H](OCCCCO)O1

The list goes on:
NSD2 inh	molecule
-1	Cc1noc(C)c1S(=O)(=O)Nc1cccc2c1O[C@H](CN(C)Cc1ccncc1)[C@H](C)CN([C@H](C)CO)C2=O
-2	C[C@H]1CN([C@@H](C)CO)C(=O)c2cc(NC(=O)CCCCCC(=O)Nc3ccccc3N)ccc2O[C@H]1CN(C)Cc1ccncc1
-8	C[C@@H]1CN([C@H](C)CO)C(=O)c2cc(C3=CCCC3)cnc2O[C@@H]1CN(C)C(=O)NC1CCCC1
-4	C[C@@H]1CN([C@@H](C)CO)C(=O)c2cccc(NC(=O)c3cnccn3)c2O[C@H]1CN(C)Cc1ccc(C(F)(F)F)cc1
0	COc1ccc(S(=O)(=O)N(C)C[C@H]2Oc3ccc(NS(=O)(=O)c4c(C)noc4C)cc3CC(=O)N([C@@H](C)CO)C[C@H]2C)cc1
1	CNC[C@@H]1Oc2ccc(NC(=O)CCC(F)(F)F)cc2CC(=O)N([C@@H](C)CO)C[C@@H]1C
3	COc1ccc(NC(=O)Nc2ccc3c(c2)C(=O)N([C@@H](C)CO)C[C@H](C)[C@H](CN(C)Cc2ccncc2)O3)cc1
0	O=C(NO)c1ccc(C(=O)N/N=C/c2ccc3ccccc3n2)cc1
-7	O=C(N/N=C/c1c(F)c(F)c(F)c(F)c1F)c1ccccn1
-8	COc1ccc(C#Cc2ccc3c(c2)O[C@H](CN(C)C(=O)CN2CCOCC2)[C@@H](C)CN([C@H](C)CO)S3(=O)=O)cc1
-7	C[C@H]1CN([C@@H](C)CO)C(=O)Cc2cc(NC(=O)Nc3ccc(F)cc3)ccc2O[C@@H]1CN(C)S(=O)(=O)c1ccccc1
7	C[C@@H]1CN([C@H](C)CO)C(=O)c2cccc(NC(=O)c3ccc(-c4nccs4)cc3)c2O[C@H]1CN(C)C(=O)NC1CCCCC1
-18	C[C@@H]1CN([C@H](C)CO)C(=O)Cc2cc(NC(=O)Nc3ccccc3)ccc2O[C@H]1CN(C)C(=O)Nc1cccc2ccccc12
12	C[C@@H]1CN([C@@H](C)CO)C(=O)Cc2cc(NC(=O)c3ccncc3)ccc2O[C@H]1CN(C)Cc1ccc(Oc2ccccc2)cc1
-5	CCC(=O)N(C)C[C@H]1Oc2ncc(C3=CCCC3)cc2C(=O)N([C@@H](C)CO)C[C@@H]1C
-3	CC(C)NC(=O)Nc1ccc2c(c1)C(=O)N([C@@H](C)CO)C[C@H](C)[C@H](CN(C)C(=O)Nc1ccc(F)cc1)OCCCC[C@@H](C)O2
1	C[C@@H]1CN([C@@H](C)CO)C(=O)CCCn2nncc2CO[C@@H]1CN(C)Cc1ccc2cccnc2c1
-5	CCCC#Cc1cnc2c(c1)C(=O)N([C@@H](C)CO)C[C@H](C)[C@@H](CN(C)C)O2
-3	Cc1cccc(NC(=O)C(=O)NCCCn2ccnc2)c1
-4	CCO[C@@H]1OC(C(=O)N2CCN(C)CC2)=C[C@H](C(C)(C)C)[C@H]1CCCO
-5	CC1OC(O[C@H]2CC[C@@]3(C)C(CC[C@]4(C)C3CC=C3C5CC(C)(C)CC[C@]5(C(=O)OC5OC(CO)C(OC6OC(CO)C(O)C(O)C6O)C(O)C5O)CC[C@]34C)C2(C)C)C(O)C(O)C1OC1OCC(O)(COC2OCC(O)C(OC3OCC(OC4OCC(O)(CO)C4O)C(O)C3O)C2O)C1O (stereo partly drawn)
2	COCC#Cc1cnc2c(c1)C(=O)N([C@@H](C)CO)C[C@@H](C)[C@@H](CN(C)Cc1ccc3c(c1)OCO3)O2
-10	C[C@H]1CN([C@@H](C)CO)C(=O)Cc2cc(NC(=O)Nc3ccc(F)cc3)ccc2O[C@H]1CN(C)Cc1ccc(C(=O)Nc2ccccc2N)cc1
-1	CO[C@H](CCO)[C@H](O)c1ccc(O)c(F)c1
-3	COc1ccc(CN(C)C[C@@H]2Oc3ccc(NS(=O)(=O)c4c(C)noc4C)cc3CC(=O)N([C@@H](C)CO)C[C@H]2C)cc1
-4	CNC[C@@H]1Oc2c(NC(=O)Nc3ccc(C(F)(F)F)cc3)cccc2C(=O)N([C@@H](C)CO)C[C@@H]1C
1	CC(=O)N(C)C[C@@H]1Oc2ncc(-c3ccc(C(=O)N(C)C)cc3)cc2C(=O)N([C@@H](C)CO)C[C@H]1C
-1	Cc1noc(C)c1NC(=O)Nc1cccc2c1O[C@H](CN(C)S(=O)(=O)c1ccccc1)[C@@H](C)CN([C@@H](C)CO)C2=O
4	CN1CCN(C(=O)C[C@H]2CC[C@@H](NC(=O)c3ccc4c(c3)OCO4)[C@H](CO)O2)CC1
1	COc1ccccc1CNC(=O)C[C@H]1C[C@H]2c3cc(NS(C)(=O)=O)ccc3O[C@H]2[C@H](CO)O1
-3	C[C@@H]1CN([C@@H](C)CO)C(=O)c2cc(NC(=O)Nc3ccc(C(F)(F)F)cc3)ccc2O[C@@H](C)CCCCO[C@H]1CN(C)C(=O)Nc1ccccc1
0	CC(C)NC(=O)N(C)C[C@H]1OCCCC[C@H](C)Oc2ccc(NC(=O)CCCN(C)C)cc2C(=O)N([C@H](C)CO)C[C@@H]1C
2	COc1ccc(NC(=O)Nc2ccc3c(c2)C(=O)N([C@@H](C)CO)C[C@@H](C)[C@@H](CN(C)S(=O)(=O)c2ccc(C)cc2)OCCCC[C@H](C)O3)cc1
0	C[C@@H]1CN([C@H](C)CO)C(=O)c2cc(C3=CCCC3)cnc2O[C@@H]1CN(C)Cc1ccccn1
-5	C[C@@H]1CCCCO[C@H](CN(C)S(=O)(=O)c2ccccc2)[C@H](C)CN([C@@H](C)CO)C(=O)c2cc(NC(=O)Nc3ccc4c(c3)OCO4)ccc2O1
18	O=C(CCCCCC(=O)N/N=C/c1ccco1)NO
0	COc1ccc(CN(C)C[C@H]2OCCCC[C@H](C)Oc3ccc(NC(=O)c4ccncc4)cc3C(=O)N([C@H](C)CO)C[C@H]2C)cc1
-2	COc1ccc(S(=O)(=O)N(C)C[C@@H]2Oc3c(NC(=O)Nc4ccc(F)cc4)cccc3C(=O)N([C@H](C)CO)C[C@H]2C)cc1
14	O=c1c(OC2OC(CO)C(O)C(O)C2OC2OC(CO)C(O)C(O)C2O)c(-c2ccc(O)cc2)oc2cc(O)cc(O)c12 (stereo not drawn)
-14	C[C@@H]1CN([C@H](C)CO)C(=O)c2cc(NC(=O)c3ccccc3)ccc2O[C@@H](C)CCCCO[C@H]1CN(C)S(=O)(=O)c1cn(C)cn1
-3	C[C@@H]1CN([C@@H](C)CO)C(=O)c2cc(NC(=O)Nc3ccc(F)cc3)ccc2O[C@H]1CN(C)C(=O)Nc1ccc(C(F)(F)F)cc1
2	CNC[C@@H]1Oc2ccc(NC(=O)Nc3c(C)noc3C)cc2C(=O)N([C@@H](C)CO)C[C@@H]1C
3	O=C(C1=C[C@H](C2CC2)C[C@H](OCc2ccc(CO)cc2)O1)N1CCN(Cc2ccccc2)CC1
4	C[C@H]1CN([C@@H](C)CO)C(=O)Cc2cc(NS(=O)(=O)c3ccc(F)cc3)ccc2O[C@H]1CN(C)C(=O)NC1CCCCC1
-6	C[C@@H]1CN([C@@H](C)CO)C(=O)c2cc(NC(=O)Cc3cn(C)c4ccccc34)ccc2O[C@@H]1CN(C)C(=O)Nc1ccc(F)cc1
-28	COc1ccc(S(=O)(=O)Nc2ccc3c(c2)C(=O)N([C@H](C)CO)C[C@H](C)[C@@H](CN(C)CC2CCCCC2)OCCCC[C@@H](C)O3)cc1
-3	C[C@@H]1CN([C@@H](C)CO)S(=O)(=O)c2ccc(-c3cccnc3)cc2O[C@@H]1CN(C)C(=O)C1CCC1
-1	O=C(NO)c1cccc(C(=O)N/N=C/c2ccc3ccccc3n2)c1
5	CC(C)NC(=O)Nc1ccc2c(c1)C(=O)N([C@H](C)CO)C[C@@H](C)[C@@H](CN(C)C(=O)Nc1ccccc1)OCCCC[C@@H](C)O2
-6	O=C(C[C@@H]1C[C@H]2c3cc(NC(=O)C4CCC4)ccc3O[C@H]2[C@H](CO)O1)NCc1ccc2c(c1)OCO2
-7	O=C(N/N=C/c1cc(Br)cc(Br)c1O)c1ccccn1
5	CNC[C@H]1Oc2ccc(NC(=O)Nc3ccc4c(c3)OCO4)cc2C(=O)N([C@H](C)CO)C[C@@H]1C
-17	COCC(=O)N(C)C[C@H]1Oc2cc(-c3cccc(F)c3)ccc2S(=O)(=O)N([C@H](C)CO)C[C@@H]1C
2	C[C@H](CO)N1C[C@H](C)[C@@H](CN(C)Cc2ccncc2)Oc2ccc(NC(=O)Nc3ccc(F)cc3)cc2C1=O
0	CCOc1cccc(/C=N/NC(=O)CCCCCC(=O)Nc2ccccc2O)c1OCC
-16	C[C@H](CO)N1C[C@H](C)[C@H](CN(C)C(=O)CN(C)C)Oc2cc(C#C[C@@H](C)O)ccc2S1(=O)=O
12	Cc1ccc(S(=O)(=O)Nc2ccc3c(c2)C(=O)N([C@@H](C)CO)C[C@H](C)[C@@H](CN(C)S(=O)(=O)c2ccc(C)cc2)O3)cc1
-1	COc1ccc(CN(C)C[C@@H]2Oc3c(NS(=O)(=O)c4cccs4)cccc3C(=O)N([C@@H](C)CO)C[C@@H]2C)cc1
-1	COc1ccc(NC(=O)Nc2ccc3c(c2)CC(=O)N([C@H](C)CO)C[C@@H](C)[C@@H](CN(C)CC2CC2)O3)cc1
1	Cc1noc(C)c1S(=O)(=O)N(C)C[C@@H]1Oc2ccc(NS(=O)(=O)c3ccc(F)cc3)cc2CC(=O)N([C@@H](C)CO)C[C@@H]1C
0	CC(C)NC(=O)Nc1ccc2c(c1)C(=O)N([C@@H](C)CO)C[C@H](C)[C@H](CN(C)Cc1ccc(C(F)(F)F)cc1)O2
0	C[C@H]1CN([C@@H](C)CO)C(=O)c2cc(C#Cc3cccc(F)c3)cnc2O[C@@H]1CN(C)CC1CCCC1
-3	Cc1noc(C)c1S(=O)(=O)N(C)C[C@H]1Oc2ccc(NS(=O)(=O)c3ccc(Cl)cc3)cc2CC(=O)N([C@@H](C)CO)C[C@@H]1C

In another format: 6 of the compounds above
compound | NSD2 inh
CC(C)NC(=O)Nc1ccc2c(c1)C(=O)N([C@H](C)CO)C[C@@H](C)[C@@H](CN(C)C(=O)Nc1ccccc1)OCCCC[C@@H](C)O2 | 5
O=C(C[C@@H]1C[C@H]2c3cc(NC(=O)C4CCC4)ccc3O[C@H]2[C@H](CO)O1)NCc1ccc2c(c1)OCO2 | -6
O=C(N/N=C/c1cc(Br)cc(Br)c1O)c1ccccn1 | -7
CNC[C@H]1Oc2ccc(NC(=O)Nc3ccc4c(c3)OCO4)cc2C(=O)N([C@H](C)CO)C[C@@H]1C | 5
COCC(=O)N(C)C[C@H]1Oc2cc(-c3cccc(F)c3)ccc2S(=O)(=O)N([C@H](C)CO)C[C@@H]1C | -17
C[C@H](CO)N1C[C@H](C)[C@@H](CN(C)Cc2ccncc2)Oc2ccc(NC(=O)Nc3ccc(F)cc3)cc2C1=O | 2
